EBI2 block = blocks human EBI2 receptor beta-arrestin signaling. P32249. EBI2 beta-arrestin recruitment, luminescence, 7a,25-OHC stimulated. inhibition, % at 5 µM. 0.81% of 360,000 active; in the data active means inhibition above about 38%;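 further: enzyme fragment complementation signal reports receptor beta-arrestin coupling in cells; 0% = agonist plus DMSO wells and 100% = wells without agonist; some results beyond the cut were filed as inactive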
Target sequence (P32249 whole entry, looked up, the tested form may be a part): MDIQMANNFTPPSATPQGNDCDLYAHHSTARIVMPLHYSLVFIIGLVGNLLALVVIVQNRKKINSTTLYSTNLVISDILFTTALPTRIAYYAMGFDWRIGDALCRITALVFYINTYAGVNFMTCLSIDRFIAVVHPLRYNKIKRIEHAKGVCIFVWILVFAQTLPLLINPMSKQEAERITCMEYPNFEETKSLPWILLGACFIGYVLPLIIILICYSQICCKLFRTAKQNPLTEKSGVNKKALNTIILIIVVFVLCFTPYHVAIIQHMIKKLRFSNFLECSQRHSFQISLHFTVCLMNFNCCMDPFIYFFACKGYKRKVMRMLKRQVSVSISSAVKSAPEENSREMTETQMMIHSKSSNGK
CHOP UPR activ = apoptotic UPR (CHOP) activation. CHO-CHOP luciferase reporter, luminescence; percent of tunicamycin response over DMSO baseline. activation, % at 10 µM. 0.34% of 330,000 active. AID 449763;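 active means at 10 µM dose, activation of 40% or more, normalized to positive control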;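 further: 100% = tunicamycin at 10 µg/mL and 0% = DMSO alone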
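Test system: CHO-CHOP cells, stable luciferase reporter of PERK-eIF2a-CHOP signalling | Quantity: 500 CHO-CHOP cells per well | Buffer or medium: F12 plus 10% serum | Compound dosing: 10 µM single point, 0.5% DMSO | Schedule: 6 h compound treatment, 37 °C | Signal: Luciferase luminescence | Control set: Tunicamycin high control, DMSO low control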
Gli-Sufu antag = blocks Gli-Sufu signaling in a luciferase reporter; AID 588413; 0.74% of 340,000 active; inhibition, % at 5 µM; Sufu-KO-LIGHT fibroblasts, Gli luciferase reporter luminescence;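 active means inhibition above about 55%, limit read from the data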;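 further: 0% = DMSO-treated cells and 100% = wells with medium but no cells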
CXCR6 block = blocks human CXCR6 beta-arrestin recruitment; CHO-K1 PathHunter CXCR6 beta-arrestin, luminescence; inhibition, % at 20 µM; 0.36% of 360,000 active; in the data active means inhibition above about 34%, passing the limit was not always enough;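 further: antagonist mode with CXCL16 agonist at 10 nM final; 0% = 10 nM CXCL16 with DMSO and 100% = unstimulated wells without agonist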
Target sequence (O00574 whole entry, looked up): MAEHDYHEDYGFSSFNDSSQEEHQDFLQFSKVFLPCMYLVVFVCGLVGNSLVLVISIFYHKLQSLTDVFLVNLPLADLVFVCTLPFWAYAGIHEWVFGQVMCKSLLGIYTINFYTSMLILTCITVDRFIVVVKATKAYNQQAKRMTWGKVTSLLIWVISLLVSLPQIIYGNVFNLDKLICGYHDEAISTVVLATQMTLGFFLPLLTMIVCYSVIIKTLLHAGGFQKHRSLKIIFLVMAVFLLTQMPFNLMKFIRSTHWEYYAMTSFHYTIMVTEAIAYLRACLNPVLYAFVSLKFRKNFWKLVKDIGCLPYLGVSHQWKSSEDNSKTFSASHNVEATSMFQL
Mdm2 MdmX PPI = disrupts the human Mdm2-MdmX interaction | AID 485346 | inhibition, % at 8 µM | SaOS-2 split-luciferase Mdm2/MdmX complementation, luminescence | 3% of 330,000 active | O15151+Q00987;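 active means inhibition of at least 50% at 8 µM in the primary screen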
697 NFkB inh = lowers PMA/ionomycin-induced NF-kB signal in 697 B cells | 697 B-cell NF-kB luciferase reporter, 16 h | inhibition, % at 4 µM | 0.33% of 330,000 active; in the data active means inhibition above about 35%
CCR6 antag = antagonists of human CCR6 receptor | inhibition, % at 20 µM | CHO-K1 CCR6 PathHunter beta-arrestin, luminescence, CCL20-stimulated | P51684 | 0.49% of 340,000 active | AID 493098;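 active means compounds whose inhibition of the agonist-driven luminescence signal at 20 µM reaches about 50%, limit read from the data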;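 further: cells stimulated with CCL20 at 14 nM final; plate controls were DMSO with CCL20 for no effect and DMSO without agonist for full effect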
Target sequence (P51684 whole entry, looked up): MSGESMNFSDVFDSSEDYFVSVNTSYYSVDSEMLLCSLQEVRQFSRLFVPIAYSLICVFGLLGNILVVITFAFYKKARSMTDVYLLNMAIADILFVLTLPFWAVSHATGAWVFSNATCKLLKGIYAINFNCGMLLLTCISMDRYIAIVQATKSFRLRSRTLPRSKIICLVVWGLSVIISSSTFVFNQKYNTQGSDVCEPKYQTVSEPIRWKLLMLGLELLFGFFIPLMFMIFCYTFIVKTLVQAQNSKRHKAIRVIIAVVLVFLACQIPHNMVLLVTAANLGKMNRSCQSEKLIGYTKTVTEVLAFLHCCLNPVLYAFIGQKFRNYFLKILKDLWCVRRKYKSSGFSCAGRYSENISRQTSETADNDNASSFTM
Jurkat NFkB inh = lowers PMA/ionomycin-induced NF-kB signal in Jurkat cells; PMA/ionomycin-induced NF-kB luciferase reporter, luminescence; inhibition, % at 4 µM; 0.53% of 330,000 active; in the data active means inhibition above about 50%
XBP1 UPR activ = activators of adaptive arm of unfolded protein response (XBP1) | CHO-XBP1 luciferase reporter, IRE1-XBP1 UPR activation, luminescence; percent of tunicamycin response, DMSO as zero | activation, % at 20 µM | 0.33% of 330,000 active | AID 463104;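 active means versus positive control, 20 µM dose yields 30% or more activation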;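 further: 100% = tunicamycin at 10 µg/mL and 0% = DMSO only wells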
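Signal: luciferase luminescence; Assay system: CHO-XBP1 luciferase reporter cells; Amount: one thousand reporter cells per well; Dosing: 20 µM single concentration, DMSO 1%; Benchmarks: high control tunicamycin 10 µg/mL final, low control DMSO vehicle only; Schedule: 6 h compound exposure at 37 °C, 5% CO2; Evaluation: percent activation relative to tunicamycin reference.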
An asterisk follows results filed as active.

How did Cc1c(C(=O)Nc2ccccc2F)sc2ncn(CC(=O)N3CCOCC3)c(=O)c12 do in these assays?
EBI2 block: -2.0; CHOP UPR activ: 1.4; Gli-Sufu antag: -2.2; CXCR6 block: 20.2; Mdm2 MdmX PPI: -15.9; 697 NFkB inh: 12.9; CCR6 antag: 11.0; Jurkat NFkB inh: -4.2; XBP1 UPR activ: 0.7

What do the screens show for `CC1=CC(=O)C(C(C)C)=CC1=NC(=O)c1ccc(C)cc1`?
EBI2 block: 4.6; CHOP UPR activ: 6.7; Gli-Sufu antag: -5.8; CXCR6 block: 22.1; Mdm2 MdmX PPI: 1.1; 697 NFkB inh: -10.0; CCR6 antag: 15.4; Jurkat NFkB inh: 9.6; XBP1 UPR activ: -3.0

How did CC1CCN(CCCNC(=O)C2CCC(CNS(=O)(=O)c3ccccc3)CC2)CC1 (configuration not stated) do in these assays?
EBI2 block: -0.4; CHOP UPR activ: 0.8; Gli-Sufu antag: 16.9; CXCR6 block: -1.2; Mdm2 MdmX PPI: 12.8; 697 NFkB inh: -7.0; CCR6 antag: 10.4; Jurkat NFkB inh: -21.7; XBP1 UPR activ: -0.6

Results for COc1ccccc1-c1nc2ccccc2c(=O)n1O ?
EBI2 block: -15.8; CHOP UPR activ: 4.7; Gli-Sufu antag: 23.2; CXCR6 block: -5.3; Mdm2 MdmX PPI: -2.9; 697 NFkB inh: 19.4; CCR6 antag: 8.3; Jurkat NFkB inh: 14.3; XBP1 UPR activ: -3.4

How did C[C@]12c3[nH]c4ccc(Cl)cc4c3CCN1C(=O)[C@@H](CC(=O)NCc1cccc(C(F)(F)F)c1)C[C@@H]2C(=O)N1CCCCC1 do in these assays?
EBI2 block: 10.7; CHOP UPR activ: 7.5; Gli-Sufu antag: 1.1; CXCR6 block: -7.0; Mdm2 MdmX PPI: 81.3*; 697 NFkB inh: 8.5; CCR6 antag: 8.7; XBP1 UPR activ: 11.2

What do the screens show for `O=C(Nc1ccc(Cl)c(Cl)c1)Nc1ccccn1`?
EBI2 block: 4.3; CHOP UPR activ: 4.5; Gli-Sufu antag: -59.8; CXCR6 block: 2.5; Mdm2 MdmX PPI: -8.9; 697 NFkB inh: -91.4; CCR6 antag: 5.9; Jurkat NFkB inh: -75.7; XBP1 UPR activ: 0.2

How did Oc1ccc2ccccc2c1CN1CCN(C/C=C/c2ccccc2)CC1 do in these assays?
EBI2 block: 7.6; CHOP UPR activ: 2.8; Gli-Sufu antag: 20.7; CXCR6 block: -9.4; Mdm2 MdmX PPI: 32.7; 697 NFkB inh: 20.6; CCR6 antag: 22.7; Jurkat NFkB inh: 18.1; XBP1 UPR activ: -4.8

How did COc1ccccc1N(C)S(=O)(=O)c1ccc(C(=O)OCC(=O)Nc2ccc(C(N)=O)cc2)cc1 do in these assays?
EBI2 block: 5.1; CHOP UPR activ: -0.8; Gli-Sufu antag: 8.8; CXCR6 block: 2.5; Mdm2 MdmX PPI: 17.3; 697 NFkB inh: 6.3; CCR6 antag: 16.3; Jurkat NFkB inh: 24.7; XBP1 UPR activ: -3.4

How did Cc1cccc(NC(=S)NNC(=O)c2ccccc2OC(F)F)c1 do in these assays?
EBI2 block: 13.8; CHOP UPR activ: 0.9; Gli-Sufu antag: 34.0; CXCR6 block: 18.0; Mdm2 MdmX PPI: 3.2; 697 NFkB inh: 11.7; CCR6 antag: 21.6; Jurkat NFkB inh: -3.0; XBP1 UPR activ: 1.7

Results for COc1ccc(CN(C)C(=O)c2cccc(S(=O)(=O)N3CCN(c4ccccc4)CC3)c2)c(OC)c1OC ?
EBI2 block: 12.6; CHOP UPR activ: 4.4; Gli-Sufu antag: 47.9; CXCR6 block: -10.4; Mdm2 MdmX PPI: 14.7; 697 NFkB inh: -36.7; CCR6 antag: 8.2; Jurkat NFkB inh: 16.9; XBP1 UPR activ: -3.1

What do the screens show for `Cc1cc(S(=O)(=O)NCCN2CCOCC2)ccc1Cl`?
EBI2 block: -6.5; CHOP UPR activ: 0.5; Gli-Sufu antag: 8.6; CXCR6 block: 2.3; Mdm2 MdmX PPI: -19.3; 697 NFkB inh: 23.8; CCR6 antag: -5.7; Jurkat NFkB inh: -16.2; XBP1 UPR activ: 0.3

Results for COC(=O)c1nccnc1C(=O)Nc1ccccc1N1CCOCC1 ?
EBI2 block: -3.3; CHOP UPR activ: 1.7; Gli-Sufu antag: -3.6; CXCR6 block: -2.7; Mdm2 MdmX PPI: 0.6; 697 NFkB inh: 0.6; CCR6 antag: -3.9; Jurkat NFkB inh: -11.0; XBP1 UPR activ: -1.6

Results for O=C(O)/C=C\C(=O)Nc1ccccc1N1CCN(c2ccccc2)CC1 ?
EBI2 block: 2.9; CHOP UPR activ: -0.4; Gli-Sufu antag: 1.9; CXCR6 block: -7.1; Mdm2 MdmX PPI: 12.8; 697 NFkB inh: 4.5; CCR6 antag: -10.4; Jurkat NFkB inh: 17.3; XBP1 UPR activ: -3.0

Results for COCC(=O)Nc1ccccc1NC(C)=O ?
EBI2 block: -4.1; CHOP UPR activ: 1.8; Gli-Sufu antag: -4.1; CXCR6 block: -6.7; Mdm2 MdmX PPI: 5.7; 697 NFkB inh: 6.8; CCR6 antag: -5.7; Jurkat NFkB inh: -8.6; XBP1 UPR activ: -0.8

Results for CCOC(=O)C1=C(C)N(c2ccc(OCC)cc2)C(=O)/C1=C\c1ccco1 ?
EBI2 block: -14.2; CHOP UPR activ: 1.6; Gli-Sufu antag: 2.7; CXCR6 block: 11.2; Mdm2 MdmX PPI: 9.8; 697 NFkB inh: -14.1; CCR6 antag: 29.3; Jurkat NFkB inh: -2.2; XBP1 UPR activ: -3.4

Pulled by structure from the list above (two):
Results for COc1ccccc1-c1nc2ccccc2c(=O)n1O ?
EBI2 block: -15.8; CHOP UPR activ: 4.7; Gli-Sufu antag: 23.2; CXCR6 block: -5.3; Mdm2 MdmX PPI: -2.9; 697 NFkB inh: 19.4; CCR6 antag: 8.3; Jurkat NFkB inh: 14.3; XBP1 UPR activ: -3.4

How did Cc1c(C(=O)Nc2ccccc2F)sc2ncn(CC(=O)N3CCOCC3)c(=O)c12 do in these assays?
EBI2 block: -2.0; CHOP UPR activ: 1.4; Gli-Sufu antag: -2.2; CXCR6 block: 20.2; Mdm2 MdmX PPI: -15.9; 697 NFkB inh: 12.9; CCR6 antag: 11.0; Jurkat NFkB inh: -4.2; XBP1 UPR activ: 0.7

Later entries:
How did C=CCc1ccc(OCCCOc2ccc(C)cc2OC)c(OC)c1 do in these assays?
EBI2 block: -2.2; CHOP UPR activ: 0.3; Gli-Sufu antag: -7.0; CXCR6 block: -11.6; Mdm2 MdmX PPI: 7.1; 697 NFkB inh: 16.5; CCR6 antag: 1.4; Jurkat NFkB inh: 7.2; XBP1 UPR activ: -0.3

What do the screens show for `CC(Sc1nnnn1-c1ccccc1)C(=O)Nc1ccccc1-c1ccccc1` (configuration not stated)?
EBI2 block: 8.5; CHOP UPR activ: 0.0; Gli-Sufu antag: 16.1; CXCR6 block: -4.2; Mdm2 MdmX PPI: 13.2; 697 NFkB inh: -10.1; CCR6 antag: 15.7; Jurkat NFkB inh: 4.4; XBP1 UPR activ: -2.9

How did COC(=O)N/N=C/c1cc([N+](=O)[O-])cc(Br)c1O do in these assays?
EBI2 block: 8.0; CHOP UPR activ: 2.2; Gli-Sufu antag: 4.7; CXCR6 block: 11.0; Mdm2 MdmX PPI: 6.7; 697 NFkB inh: 6.8; CCR6 antag: 14.9; Jurkat NFkB inh: -0.6; XBP1 UPR activ: 0.9

How did CCCCOc1ccc(C(=O)Nc2ccc(S(=O)(=O)Nc3onc(C)c3C)cc2)cc1 do in these assays?
EBI2 block: 1.2; CHOP UPR activ: 1.6; CXCR6 block: -7.4; Mdm2 MdmX PPI: -16.0; 697 NFkB inh: -7.1; Jurkat NFkB inh: 13.8; XBP1 UPR activ: -2.0

Results for CCCC(=O)Nc1nnc(S(=O)(=O)N(CC)c2ccc(OC)cc2)s1 ?
EBI2 block: -5.5; CHOP UPR activ: 0.1; Gli-Sufu antag: 15.8; CXCR6 block: -4.2; Mdm2 MdmX PPI: 11.2; 697 NFkB inh: 8.2; CCR6 antag: 0.6; Jurkat NFkB inh: 7.8; XBP1 UPR activ: -2.8

How did CC(C)(C)C(=O)Nc1ccc(C(=O)N/N=C/C2CC3C=CC2C3)cc1 (configuration not stated) do in these assays?
EBI2 block: -0.2; CHOP UPR activ: 0.5; Gli-Sufu antag: 3.0; CXCR6 block: -2.4; Mdm2 MdmX PPI: -6.7; 697 NFkB inh: -3.5; CCR6 antag: 3.4; Jurkat NFkB inh: -9.5; XBP1 UPR activ: -0.5

How did Cn1c(N)c(C(=O)c2ccccc2)c(=O)n(C)c1=O do in these assays?
EBI2 block: 11.8; CHOP UPR activ: 0.4; Gli-Sufu antag: 5.3; CXCR6 block: 0.6; Mdm2 MdmX PPI: 20.5; 697 NFkB inh: -10.0; CCR6 antag: -3.0; Jurkat NFkB inh: 3.2; XBP1 UPR activ: -4.7

How did O=C(NCC(=O)N(c1ccc(F)cc1)C(C(=O)NC1CCCC1)c1ccncc1)c1ccco1 (configuration not stated) do in these assays?
EBI2 block: 6.5; CHOP UPR activ: 0.6; Gli-Sufu antag: -2.1; CXCR6 block: -2.1; Mdm2 MdmX PPI: 13.8; 697 NFkB inh: 9.2; CCR6 antag: -9.4; Jurkat NFkB inh: -4.6; XBP1 UPR activ: -1.4

What do the screens show for `CCOc1cc(N2CCOCC2)c(OCC)cc1NC(=O)C(C)C`?
EBI2 block: 0.4; CHOP UPR activ: 0.0; Gli-Sufu antag: 1.9; CXCR6 block: -4.1; Mdm2 MdmX PPI: 24.1; 697 NFkB inh: 22.3; CCR6 antag: -2.6; Jurkat NFkB inh: -1.2; XBP1 UPR activ: -2.4

What do the screens show for `COc1ccc(S(=O)(=O)N2CCC(C(=O)Nc3nnc(C)s3)CC2)cc1OC`?
EBI2 block: -5.1; CHOP UPR activ: 1.5; Gli-Sufu antag: -5.9; CXCR6 block: -4.0; Mdm2 MdmX PPI: 6.1; 697 NFkB inh: 3.3; CCR6 antag: -3.7; Jurkat NFkB inh: 13.1; XBP1 UPR activ: -1.8

Results for CC(C)(C)c1ccc(OCCC(=O)Nc2ccc(N3CCOCC3)cc2N2CCOCC2)cc1 ?
EBI2 block: 7.3; CHOP UPR activ: 1.7; Gli-Sufu antag: 3.0; CXCR6 block: -6.1; Mdm2 MdmX PPI: 27.3; 697 NFkB inh: -15.9; CCR6 antag: 33.9; Jurkat NFkB inh: 13.6; XBP1 UPR activ: -0.8

What do the screens show for `COc1ccc(S(=O)(=O)NC(C)C(=O)NCCN2CCOCC2)cc1Cl` (configuration not stated)?
EBI2 block: 4.2; CHOP UPR activ: 0.6; Gli-Sufu antag: -15.0; CXCR6 block: 3.7; Mdm2 MdmX PPI: -3.1; 697 NFkB inh: 1.6; CCR6 antag: -7.2; Jurkat NFkB inh: 13.2; XBP1 UPR activ: -4.1

What do the screens show for `Cc1c(C(=O)OCc2nc3ccsc3c(=O)[nH]2)oc2ccccc12`?
EBI2 block: -2.3; CHOP UPR activ: -0.3; Gli-Sufu antag: -2.5; CXCR6 block: -3.4; Mdm2 MdmX PPI: -10.5; 697 NFkB inh: 12.9; CCR6 antag: -4.5; Jurkat NFkB inh: -5.3; XBP1 UPR activ: 1.2

How did O=C(Nc1ccccc1-c1ccccc1)C12CC3CC(CC(C3)C1)C2 do in these assays?
EBI2 block: 15.8; CHOP UPR activ: -2.7; Gli-Sufu antag: -5.1; CXCR6 block: -1.6; Mdm2 MdmX PPI: 19.9; 697 NFkB inh: -13.9; CCR6 antag: 5.7; Jurkat NFkB inh: -22.6; XBP1 UPR activ: 2.1
